PLK1 PBD block – blocks phosphopeptide binding to human PLK1 polo-box domain; P53350; Plk1 PBD binding of FITC phosphopeptide, fluorescence polarization; Potency, µM, for the others: max response, negative = inhibition, usual class: inhibitors; 360,000 compounds, 2.8% hits; AID 720504; also: potency is read from the fitted curve at half-maximal effect; series mostly up to about 57 µM; % is scaled to controls: 0 for no effect and ±100 for the full control effect; nearly all actives have a fitted effect of over 65% in size
PI5P4Ka inh – PI5P4K alpha (human) kinase inhibition; max response, %; PI5P4Kalpha enzyme, ADP-Glo luminescence, 60 min; hits give low values; 330,000 compounds, 1.2% hits; AID 652105; P48426; active = max response of -50% or lower; inconclusive = between -30% and -50%; inactive = -30% or higher; also: value at the top dose of about 77 µM; % is scaled to controls: 0 for no effect and ±100 for the full control effect
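ADP-Glo luminescence end-point read after a 60 min room-temperature kinase reaction of PI5P4Kalpha plus substrate, initiated with ATP at 5 microM final. Buffer: 0.038 M HEPES pH 7.4, EGTA, 0.1% CHAPS, 5% DMSO.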
FUS yeast rescue – suppressors of FUS proteinopathy in yeast; S. cerevisiae FUS-expressing, growth rescue, OD600, 24 h; Potency, µM (highest dose often 76.6 µM), for the others: at the highest dose growth rescue (activation), actives largely listed as activators; 390,000 compounds, 0.24% hits;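 also: potency is read from the fitted curve at half-maximal effect; plate controls were DMSO vehicle for no effect and reference control for full effect; nearly all actives have a fitted effect of over 55% in size; some results filed as inactive show a strong effect at the top dose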
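Galactose (2%) drives FUS expression in yeast precultured in raffinose; seeding density OD 0.005. Test compounds incubated 24hr at 30C and 99% humidity before absorbance at 600 nm was measured.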
IL2 activator – activates IL-2 in a cell-based reporter assay; 360,000 compounds, 0.065% hits; activation, % (series mostly up to about 46 µM); IL-2 activation reporter assay, cell-based qHTS; stimulated with anti-CD3/CD4/CD28 beads; in transgenic mouse T cells; in the data active = activation above about 50%; inconclusive = mostly about 30% to 49%; also: 0% is about no effect
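Screening format: compound pinned onto unstimulated transgenic mouse T cells, 60 min incubation, then anti-CD3/anti-CD4/anti-CD28 bead stimulation for 18 hours at 37 degrees C, followed by EGFP and DsRed detection.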
EPAC1 antagonist – EPAC1 (human) antagonism | EPAC1 GEF assay, Rap1b-BODIPY-GDP exchange fluorescence | O95398 | Potency, µM (highest dose often 115 µM), for inactives: at the top dose activity change, negative = inhibition, hits mostly inhibitors | 360,000 compounds, 0.14% hits | AID 720709;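 also: potency is read from the fitted curve at half-maximal effect; plate controls were vehicle for no effect and positive control for full effect; nearly all actives have a fitted effect of over 50% in size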
WRN inhibitor – blocks human WRN helicase; Q14191; WRN helicase unwinding, fluorescent forked duplex, kinetic; Potency, µM (titrated, usually from 114 µM), without a hit: at the top dose activity change, negative = inhibition, usual class: inhibitors; 360,000 compounds, 0.46% hits; also: potency is read from the fitted curve at half-maximal effect; % is scaled to controls: 0 for no effect and ±100 for the full control effect; nearly all actives have a fitted effect of over 55% in size
Target sequence (Q14191 whole entry, looked up): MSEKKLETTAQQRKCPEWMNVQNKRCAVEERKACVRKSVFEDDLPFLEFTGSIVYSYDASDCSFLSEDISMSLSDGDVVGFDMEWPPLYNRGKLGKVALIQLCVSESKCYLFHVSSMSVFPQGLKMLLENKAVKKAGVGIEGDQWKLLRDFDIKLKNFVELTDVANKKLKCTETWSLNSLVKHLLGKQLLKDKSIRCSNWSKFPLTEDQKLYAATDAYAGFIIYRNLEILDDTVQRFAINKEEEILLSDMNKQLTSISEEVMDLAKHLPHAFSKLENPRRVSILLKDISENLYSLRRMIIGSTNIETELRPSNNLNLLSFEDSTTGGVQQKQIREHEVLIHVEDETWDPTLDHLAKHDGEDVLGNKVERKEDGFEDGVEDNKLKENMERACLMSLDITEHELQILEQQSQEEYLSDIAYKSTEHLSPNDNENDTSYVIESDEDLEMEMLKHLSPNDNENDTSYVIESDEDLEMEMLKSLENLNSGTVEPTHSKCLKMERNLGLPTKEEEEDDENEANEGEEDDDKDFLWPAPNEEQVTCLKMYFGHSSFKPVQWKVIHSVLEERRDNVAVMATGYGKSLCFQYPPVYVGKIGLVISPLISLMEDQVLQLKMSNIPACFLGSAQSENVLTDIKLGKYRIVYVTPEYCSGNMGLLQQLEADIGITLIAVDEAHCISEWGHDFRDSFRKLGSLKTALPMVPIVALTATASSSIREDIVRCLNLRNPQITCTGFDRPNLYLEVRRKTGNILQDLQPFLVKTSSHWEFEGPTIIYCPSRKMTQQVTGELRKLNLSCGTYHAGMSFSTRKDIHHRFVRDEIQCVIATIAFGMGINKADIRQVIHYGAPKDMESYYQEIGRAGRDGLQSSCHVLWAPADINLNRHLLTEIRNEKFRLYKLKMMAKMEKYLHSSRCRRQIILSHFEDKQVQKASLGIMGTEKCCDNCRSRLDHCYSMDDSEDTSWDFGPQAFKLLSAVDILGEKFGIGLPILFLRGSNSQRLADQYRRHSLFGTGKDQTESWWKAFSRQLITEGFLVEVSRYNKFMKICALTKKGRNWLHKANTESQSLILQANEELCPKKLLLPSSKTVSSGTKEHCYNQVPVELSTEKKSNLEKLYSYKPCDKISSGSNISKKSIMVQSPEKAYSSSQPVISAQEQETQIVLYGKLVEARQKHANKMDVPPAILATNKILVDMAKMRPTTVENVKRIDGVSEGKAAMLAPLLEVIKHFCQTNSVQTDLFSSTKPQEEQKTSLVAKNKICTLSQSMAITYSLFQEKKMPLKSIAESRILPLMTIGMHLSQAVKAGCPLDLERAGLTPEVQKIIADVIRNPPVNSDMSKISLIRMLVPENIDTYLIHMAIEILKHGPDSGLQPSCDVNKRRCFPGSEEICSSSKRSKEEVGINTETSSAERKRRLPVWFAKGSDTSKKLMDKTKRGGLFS
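Kinetic red-fluorescence monitoring (525/598 nm) tracks WRN helicase activity after 100 nM fluorophore-quencher forked duplex and 2 mM ATP are added to 20 nM enzyme pretreated 15 min at room temperature with compound.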
Abeta yeast res – restores growth of yeast expressing A-beta42 peptide; yeast expressing A-beta42, growth rescue, OD600, 48 h; response scale: 0% DMSO, 100% iron-clioquinol control; Potency, µM (highest dose often 46.1 µM), for the others: at the highest dose growth rescue, most hits filed as activators; 410,000 compounds, 0.063% hits; also: potency is read from the fitted curve at half-maximal effect; nearly all actives have a fitted effect of over 55% in size
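Yeast growth medium received pinned compounds, then yeast cells expressing toxic A-beta were added; plates incubated at 30 C for 48 hr. Growth read as absorbance at 600 nm, normalized to DMSO and equimolar FeCl3 plus clioquinol controls.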
EPAC1 ag – activates human EPAC1 exchange factor. Potency, µM (highest dose often 154 µM), for the others: at the top dose activation, most hits filed as activators. 360,000 compounds, 0.073% hits. O95398. EPAC1 agonist qHTS, biochemical assay; response scale: 100% = response to 6.5 mM cAMP; also: potency is read from the fitted curve at half-maximal effect; nearly all actives have a fitted effect of over 60% in size
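Compounds were pinned as a concentration titration into mixtures of EPAC1 (100 nM), BODIPY-GDP-loaded Rap1B (250 nM) and GDP (50 uM). After 5 min at room temperature, fluorescence was followed for 30 min; activity was scaled to 6.5 mM cAMP.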
The depositor's hits bear a star; u = inconclusive; x = not tested or not shown; [ ] = another dose, or the depositor's remark. Unless noted, calls follow the shape of the dose curve; as a rule, active = well fitted curve in the direction sought with a large enough effect; inconclusive = small, poorly fitted or top-dose-only effect, or another doubt; inactive = no such curve, though single readings can be large; an effect the other way counts as inactive or inconclusive.

SMILES | PLK1 PBD block | PI5P4Ka inh | FUS yeast rescue | IL2 activator | EPAC1 antagonist | WRN inhibitor | Abeta yeast res | EPAC1 ag
COCCn1c(N)c(Sc2ccc(C)cc2)c(=O)[nH]c1=O | -9.9% | -22.2 | -19.7% | -3.2 | -4.2% | 3.4% | -14.8% | 1.9%
O=C(NCCOc1ccccc1)c1cncc(Br)c1 | -11.2% | 0.8 | 10.8% | -0.4 | 0.9% | 0.5% | 13.8% | 0.3%
Cc1noc(/C=C/N(C)C)c1S(=O)(=O)N1CCC(C(=O)NC(C)(C)C)CC1 | 5.0% | -4.3 | 13.1% | 2.9 | -4.5% | -1.0% | -9.2% | -6.8%
O=C(CN1CCCCC1)N=Nc1c(O)[nH]c2ccccc12 | -3.4% | -0.6 | -16.6% | 2.2 | -26.3% | 2.5% | 7.1% | 22.3%
CSc1ccc(C(=O)C2CCCN(Cc3cccn3-c3cccnc3)C2)cc1 (stereo not given) | -7.7% | 0.6 | -0.3% | -1.8 | -10.4% | -13.5% | 7.3% | 5.4%
COc1ccc(CC(=O)Nc2cc(S(=O)(=O)N3CCCCC3)ccc2C)cc1OC | -3.2% | 9.2 | 18.2% | -0.7 | -12.2% | 4.9% | -21.6% | -3.8%
COC(C[C@H]1O[C@@H]1[C@H](O)[C@H](C)OCc1ccccc1)OC | -2.0% | -1.1 | 3.6% | -2.0 | 8.7% | 11.2% | -0.7% | -1.4%
O=C(COC(=O)Cn1cnc2ccccc2c1=O)Nc1ccccc1OC(F)F | -8.8% | -3.4 | 11.2% | -0.1 | -25.2% | 1.5% | -6.1% | 8.2%
O=C(COc1ccccc1)Nc1ccc([N+](=O)[O-])cc1 | -2.6% | 2.5 | x | -1.1 | 14.6% | -4.2% | 1.6% | -2.8%
Cc1cc(NC(=O)c2ccc([N+](=O)[O-])o2)ccc1NC(=O)c1ccco1 | -17.8% | u | 12.2% | 0.4 | 11.1% | -9.4% | -93.5%[inhibitor] | 3.2%
CC(=O)Nc1ccc2c(c1)CCCC2 | 5.2% | 4.0 | -29.8% | 2.9 | 4.7% | 0.7% | 2.4% | -3.9%
CC(=O)c1ccc(NC(=O)C(C)n2c3ccccc3c3nc(=O)cc(C)n32)cc1 (stereo not given) | -6.2% | 1.3 | -17.7% | 0.3 | -22.0% | 6.6% | 12.7% | 0.3%

Next section, starting with the last two of the part before.
SMILES | PLK1 PBD block | PI5P4Ka inh | FUS yeast rescue | IL2 activator | EPAC1 antagonist | WRN inhibitor | Abeta yeast res | EPAC1 ag
CC(=O)Nc1ccc2c(c1)CCCC2 | 5.2% | 4.0 | -29.8% | 2.9 | 4.7% | 0.7% | 2.4% | -3.9%
CC(=O)c1ccc(NC(=O)C(C)n2c3ccccc3c3nc(=O)cc(C)n32)cc1 (stereo not given) | -6.2% | 1.3 | -17.7% | 0.3 | -22.0% | 6.6% | 12.7% | 0.3%
COc1ccccc1OCCNc1ccc(S(=O)(=O)N2CCCC2)cn1 | -1.6% | 5.6 | 7.4% | -0.4 | -21.5% | -4.9% | 5.3% | 0.0%
CC1(C)N=C(c2ccc(Cl)cc2Cl)C(=O)N1 | 2.1% | x | -1.2% | -2.1 | -1.1% | 5.2% | 13.1% | -7.4%
Cc1ccc(C2=C(O)C(=O)C(c3ccc(C)cc3)=C(O)C2=O)cc1 | -2.8% | 6.2 | x | -2.6 | -11.4% | -16.6% | 4.5% | 2.3%
CC(CN1C(C)CCCC1C)OC(=O)c1ccccc1F (stereo not given) | -6.7% | 0.6 | -2.4% | 5.6 | 14.3% | -4.1%[57.1 µM] | 11.7% | 2.6%
CN1CC[C@]23c4ccccc4N[C@H]1[C@]21CCN(C)[C@H]3Nc2ccccc21 | 1.6% | 0.3 | -52.8% | 0.1 | 10.3% | 3.7% | -2.1% | -17.8%
O=C(Nc1cccc(S(=O)(=O)N2CCCC2)c1)c1cc(=O)[nH]c2ccccc12 | 1.0% | 1.5 | -2.1% | -0.7 | 15.3% | 5.8% | u | -6.5%
COC(=O)C(C)n1cnc2c(nnn2-c2ccc(C)cc2)c1=O (stereo not given) | -12.9% | 4.6 | -29.0% | -4.6 | -16.8% | 0.0% | 0.0% | -7.9%
Cc1cc2c(c(=O)n1CC1CCCO1)C(c1ccco1)C(C#N)=C(N)O2 (stereo not given) | -2.2% | x | 11.5% | 1.9 | -10.1% | 0.9% | 2.9% | 8.6%
CC(C)C(OC(=O)C1=Cc2ccccc2OC1)C(=O)NC1CCCC1 (stereo not given) | -7.2% | 2.1 | 0.1% | -0.1 | -15.3% | -1.0% | 1.4% | 0.1%
NS(=O)(=O)c1ccc(CCNC(=O)COC(=O)CCc2ccccc2)cc1 | -7.3% | 0.6 | 13.9% | 1.4 | -7.8% | 3.3% | 10.9% | -3.1%
CC(C)On1c(SC(C)C)nc2ccccc2c1=O | -3.7% | 0.5 | -20.9% | 1.9 | 9.0% | 5.0% | 3.6% | 5.2%
NC(=O)COC(=O)CC12CC3CC(CC(C3)C1)C2 | -2.5% | -3.6 | -29.7% | -2.6 | 10.8% | 11.9% | -9.5% | -7.7%
C[C@@H]1CN([C@@H](C)CO)C(=O)CCCn2cc(nn2)CO[C@H]1CN(C)S(=O)(=O)c1ccc(Cl)cc1 | u | 5.7 | -18.6% | -2.3 | -10.4% | 10.2% | -3.0% | -6.2%
Cc1cc([N+](=O)[O-])nn1CC(=O)N1CCc2ccccc2C1 | -15.3% | -5.5 | -11.9% | 2.0 | -3.7% | -1.7% | 10.9% | 6.7%
Cc1ccc(C)c(CNC(=O)Nc2ccccc2)c1 | 1.2% | 0.2 | -10.4% | -0.1 | -3.9% | 1.1%[57.1 µM] | 10.8% | 6.6%
Cc1ccc(N2CCN(C(CCc3ccccc3)C(=O)Nc3c(C)cccc3C)CC2)cc1 (stereo not given) | -9.4% | 10.8 | 13.8% | -0.9 | -25.8% | -1.0% | 4.0% | 16.4%
Cn1c(-c2ccco2)n[nH]c1=S | -18.5% | 6.3 | 2.2% | -0.9 | u | -10.3% | -15.6% | -4.0%
CC(C)(C)NC(=O)C1c2ccccc2OCC(=O)N1C1CC1 (stereo not given) | 1.4% | 4.9 | -18.7% | -0.3 | -16.7% | -0.4% | -2.8% | -6.8%
Cc1ccc(C)c(OCC(=O)NCC2COc3ccccc3O2)c1 (stereo not given) | 3.0% | 0.8 | 21.6% | 0.7 | -17.0% | 0.3% | 5.5% | 2.3%
Nc1ccccc1/C=C/c1ccccc1N | -19.8% | 1.0 | 7.0% | 0.2 | u | 3.0% | -2.5% | 0.4%
COc1ccc(NC(=O)Nc2nnc(CC(=O)Nc3ccccc3)s2)cc1 | -10.9% | 1.8 | -17.0% | -2.6 | -6.0% | -1.9% | 1.2% | 1.3%
CCOC(=O)c1c(NC(=O)Cn2cnc3sc(C)c(-c4ccccc4)c3c2=O)sc(C)c1C | -12.1% | -8.5 | 22.2% | 4.3 | -5.8% | -31.1%[57.1 µM] | -3.3% | 11.7%
Cc1ccc(NC(=O)/C(C#N)=N/Nc2ccc(C(=O)O)cc2)c(C)c1 | 0.6% | -8.9 | 2.5% | 3.3 | -1.4% | 3.5% | -1.1% | 3.8%
O=C(O)C1CCCCC1C(=O)Nc1cccc(Br)c1 (stereo not given) | -20.2% | u | 3.7% | -2.1 | -6.4% | 50.1µM* | 6.2% | -9.2%

Arranged by the number under IL2 activator (lowest first): three of the compounds above
| canonical_smiles | IL2 activator |
| --- | --- |
| C[C@@H]1CN([C@@H](C)CO)C(=O)CCCn2cc(nn2)CO[C@H]1CN(C)S(=O)(=O)c1ccc(Cl)cc1 | -2.3 |
| Cn1c(-c2ccco2)n[nH]c1=S | -0.9 |
| Cc1cc([N+](=O)[O-])nn1CC(=O)N1CCc2ccccc2C1 | 2.0 |

Additional records.
SMILES | PLK1 PBD block | PI5P4Ka inh | FUS yeast rescue | IL2 activator | EPAC1 antagonist | WRN inhibitor | Abeta yeast res | EPAC1 ag
Cc1ccc(C)c(C(=O)CSc2nc(C)cc(=O)[nH]2)c1 | -3.2% | 6.1 | -13.2% | -0.3 | -16.4% | -0.9% | 2.1% | 5.9%
Fc1ccc(Cn2nnc3ccccc32)cc1 | -16.3% | 0.4 | u | -2.1 | -17.9% | -3.8% | 2.8% | -16.3%
Cc1c(C(=O)NCCSCc2ccc(F)cc2)cnn1-c1ccc(Cl)cc1 | -5.8% | 0.0 | 30.4% | -4.7 | -24.3% | -7.0% | -28.8% | 0.8%
COC(=O)[C@]12CCCCC=C1N(Cc1ccco1)C(=O)[C@H](CC(=O)NCc1cccs1)C2 | -2.2% | 1.2 | 18.4% | 1.8 | u | 3.5% | -5.1% | -3.5%
COC(=O)CN1C(=O)COc2ccc(Cl)cc21 | -9.0% | -12.9 | -13.5% | -4.0 | -8.0% | -14.1% | -15.6% | 2.3%
CCC(=O)N1CCC(C)(C(=O)Nc2cc(OC)c(OC)c(OC)c2)C1 (stereo not given) | 4.8% | 10.8 | -16.6% | -0.3 | 8.0% | 2.0%[57.1 µM] | -7.1% | 5.7%
C=CCn1c(SCN2C(=O)c3ccccc3C2=O)nc2ccc(Cl)cc2c1=O | -26.1% | 1.7 | 8.8% | -0.1 | 11.7% | -2.5% | 14.4% | 3.6%
O=C1CCN(c2ccccc2)N1 | -28.2% | -5.2 | 7.9% | 1.0 | 18.7% | -1.4% | 7.7% | 3.0%
CC(=O)Nc1c(C)cc(S(C)(=O)=O)cc1C | -8.8% | 0.3 | 7.2% | -1.3 | -8.4% | 5.1% | 3.8% | 6.0%
COc1ccc(NC(=O)NNC(=O)COc2ccc3cc(Br)ccc3c2)c(OC)c1 | 1.7% | -2.3 | 29.7% | -4.3 | -7.7% | 2.3% | 9.3% | -5.1%
O=C(Nc1nnc(C(F)(F)F)s1)c1cccnc1 | -0.5% | x | 13.8% | -0.1 | 7.4% | -2.6% | 23.7% | 3.1%
CC(=O)Nc1ccc(S(=O)(=O)N2CCC(c3nc4ccccc4[nH]3)CC2)cc1 | -6.5% | x | 21.9% | -0.1 | -1.6% | -2.9% | -13.3% | 4.5%

Screens from PubChem BioAssay.
